Assay outcomes: PubChem BioAssay, several laboratories
STAT1 blocker – inhibitors of IFN-gamma induced STAT1 signaling; NIH 3T3 STAT1-luciferase reporter, luminescence; AID 920; 200,000 tested, 0.35% active; inhibition, % at 5.5 µM;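 active means inhibition above a set limit, the mean inhibition across all tested compounds plus 3 SD, cut at about 34% in these data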;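 further: 0% = IFN-gamma with DMSO and 100% = IFN-gamma with 300 µM nifuroxazide; values of inactives mirror those of a sister screen read the other way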
DTT redox prof – compounds producing H2O2 with reducing agent – biochemical, NIH compound library profiling, artefact control for MLSCN library redox annotation, primary screen | activation, % at 10 µM | DTT-dependent redox cycling H2O2, phenol red/HRP absorbance; 100% = 100 µM peroxide control, 0% = buffer | 200,000 tested, 0.03% active | AID 878;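 active means activation of at least 50% relative to the plate's high and low controls in the primary single-dose screen; inactive means activation below 50%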;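 further: compound incubated with DTT at 0.8 mM final as the reducing agent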
TLR4-MyD88 BLA – TLR4-MyD88 interaction inhibition in cells; inhibition, % at 8.4 µM; O00206+Q99836; 200,000 tested, 0.18% active; HeLa CL3-4 TLR4/MyD88 BLA complementation, FRET ratio; in the data active means inhibition above about 25%;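 further: 0% = vehicle and 100% = reference inhibitor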
Target sequence (O00206 whole entry, looked up): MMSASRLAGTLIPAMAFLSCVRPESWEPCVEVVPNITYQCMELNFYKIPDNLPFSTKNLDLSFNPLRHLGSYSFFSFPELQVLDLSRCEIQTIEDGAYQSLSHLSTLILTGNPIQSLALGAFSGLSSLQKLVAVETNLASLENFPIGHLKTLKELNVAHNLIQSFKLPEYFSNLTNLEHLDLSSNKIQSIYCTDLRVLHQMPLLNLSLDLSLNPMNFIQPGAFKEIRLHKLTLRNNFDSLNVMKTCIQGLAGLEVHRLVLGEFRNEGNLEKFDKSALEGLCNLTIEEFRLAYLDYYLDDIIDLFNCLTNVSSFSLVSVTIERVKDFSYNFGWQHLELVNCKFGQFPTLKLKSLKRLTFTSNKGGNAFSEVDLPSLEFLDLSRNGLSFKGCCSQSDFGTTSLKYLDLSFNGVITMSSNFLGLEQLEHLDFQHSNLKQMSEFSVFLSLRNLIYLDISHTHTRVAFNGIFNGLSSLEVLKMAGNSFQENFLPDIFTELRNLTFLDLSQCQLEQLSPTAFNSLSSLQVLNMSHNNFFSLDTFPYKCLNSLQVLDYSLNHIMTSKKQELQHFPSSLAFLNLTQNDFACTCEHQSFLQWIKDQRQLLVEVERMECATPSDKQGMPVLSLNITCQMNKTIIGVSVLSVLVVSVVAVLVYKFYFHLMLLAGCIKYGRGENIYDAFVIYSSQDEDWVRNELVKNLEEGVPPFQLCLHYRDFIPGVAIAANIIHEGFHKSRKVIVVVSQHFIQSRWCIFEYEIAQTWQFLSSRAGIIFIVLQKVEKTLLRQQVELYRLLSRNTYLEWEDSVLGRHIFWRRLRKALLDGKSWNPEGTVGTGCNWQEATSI
Target sequence (Q99836 whole entry, looked up): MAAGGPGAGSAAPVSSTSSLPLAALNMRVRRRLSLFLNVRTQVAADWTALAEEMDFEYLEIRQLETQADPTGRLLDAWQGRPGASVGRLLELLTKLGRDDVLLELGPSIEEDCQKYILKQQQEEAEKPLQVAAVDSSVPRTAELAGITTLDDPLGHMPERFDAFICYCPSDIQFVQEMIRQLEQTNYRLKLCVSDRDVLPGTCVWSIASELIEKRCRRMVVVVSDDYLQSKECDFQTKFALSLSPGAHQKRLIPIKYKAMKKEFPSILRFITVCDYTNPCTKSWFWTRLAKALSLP
APP 5'UTR act – APP 5'UTR luciferase reporter activation; SH-SY5Y APP 5'UTR luciferase reporter, luminescence; zero percent = DMSO vehicle wells; 190,000 tested, 1% active; activation, % at 2 µM;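 active means activation above a set limit, based on mean plus 3 SD of controls, cut at about 140% in these data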; further: values of inactives mirror those of a sister screen read the other way
STAT1 act – STAT1 signaling activation; NIH 3T3 STAT1-luciferase reporter, IFN-gamma, luminescence; 100% = IFN-gamma alone, no compound; activation (% of control), % at 5.5 µM; 200,000 tested, 2.6% active; AID 932;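 active means activation above the screen-wide mean activation plus 3 SD, cut at about 130% in these data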;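 further: raw ratio to IFN-gamma control signal so 100% means no change and 0% no light; values of inactives mirror those of a sister screen read the other way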
STAT3 activator – STAT3 signaling activation; U3A cells, IL-6 STAT3-luciferase reporter, luminescence; 100% = signal with IL-6 EC80 alone; activation (% of control), % at 5.6 µM; 190,000 tested, 0.91% active;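 active means activation above the screen-wide mean of compound activation plus 3 SD, cut at about 130% in these data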;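 further: 0% = background luminescence of wells with medium and substrate only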
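Material: human U3A cells carrying STAT3-luciferase construct. Measured by: reporter luminescence signal. Timing: compound 1 h, then IL-6 6 h at 37 °C.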
HMGR II inh – inhibitors of class II HMG-CoA reductase from Enterococcus faecalis; purified E. faecalis HMGR, NADPH absorbance 340 nm kinetic; inhibition, % at 10 µM; 190,000 tested, 0.41% active; AID 1066;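 active means inhibition above a set limit, the median over all tested compounds plus 3 SD, cut at about 9.5% in these data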;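 further: enzyme runs in reverse so mevalonate oxidation gives rising NADPH absorbance; 0% = complete reaction with DMSO and 100% = background rate lacking mevalonate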
Hsp70 activator – switches on Hsp70 transcription. activation, % at 10 µM. HeLa Hsp70 promoter luciferase reporter, luminescence; scaled: vehicle 0, proteasome-inhibitor control 100%. 200,000 tested, 0.04% active;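 active means activation above the mean across all tested compounds plus 3 SD, cutoff set per campaign, cut at about 5.5% in these data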;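 further: 100% = MG132 at 30 µM as the positive control and 0% = DMSO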
STAT3 inh – inhibitors of IL-6 induced STAT3 signaling. 190,000 tested, 0.89% active. U3A cells, IL-6 STAT3-luciferase reporter, luminescence; host cell line lacks STAT1. inhibition, % at 5.5 µM;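 active means inhibition above the mean inhibition across all screened compounds plus 3 SD, cut at about 44% in these data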;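 further: 0% = DMSO only wells and 100% = 100 µM nifuroxazide control wells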
NF-kB expr up – raises NF-kB expression in human neuronal cells | fold change at 12.5 µM | 190,000 tested, 1.6% active | NF-kB reporter expression; stronger effect = higher value | AID 1239; in the data active means fold change above about 3.3
Numbers without * were called inactive; nt = no result given.

SMILES	STAT1 blocker	DTT redox prof	TLR4-MyD88 BLA	APP 5'UTR act	STAT1 act	STAT3 activator	HMGR II inh	Hsp70 activator	STAT3 inh	NF-kB expr up
O=C(CSc1nncn1-c1ccccc1)NCc1cccs1	-6	0.2	8	-4	105	98	-4	-0.2	9	0.98
C=CCNC(=O)CN1CCC(n2nnc3cc(C(F)(F)F)ccc32)CC1	-1	0.2	1	2	99	100	-7	-0.3	2	1.7
CCOC(=O)c1cc(C)sc1/N=C/C1=C(O)CCCC1=O	-11	0.7	1	13	110	103	-1	-0.4	-3	1.1
CCC(=O)Nc1nnc(-c2ccncc2)s1	-2	0.2	8	10	102	96	-3	-0.3	11	1.1
Cn1nnnc1SCC(=O)NCc1ccco1	2	3.0	-7	-8	98	103	-5	0.0	1	1.1
NC(=O)c1nc(-c2cccs2)nc2c1[nH]c(=O)n2-c1ccc(F)cc1	-8	3.1	-8	-2	108	94	-3	-0.3	15	0.94
CCn1c(COc2ccccc2C)nnc1SCC(=O)O	0	1.7	0	0	100	99	4	-0.3	5	1.1
O=c1[nH]c2c(c(=O)n1Cc1ccccc1)CCC2	0	0.4	3	14	100	105	-7	0.0	1	0.67
CC(C)(C)c1nc(NC(=O)Nc2ccccc2)sc1Br	-11	-0.2	-7	51	107	103	3	-0.3	1	1.7
Cc1nn(-c2ccccc2)c(Cl)c1C(=O)NCCCCNC(=O)c1c(C)nn(-c2ccccc2)c1Cl	4	3.1	-9	-13	96	99	-5	-0.1	3	0.98
CCn1c(=O)n(CC)c2cc(S(=O)(=O)N3CCCCC3)c(C)cc21	2	2.8	-5	13	99	98	1	-0.1	4	0.85
CC12CCC(C(=O)Nc3ccccc3)(C/C1=N\O)C2(C)C (configuration not stated)	-4	0.8	9	17	104	102	0	0.1	2	1.4
O=c1c2oc3ccccc3c2ncn1Cc1cccc(Cl)c1	-4	0.1	-11	26	103	94	-2	-0.1	8	1.4
COc1cc(/C=N/Nc2ccc(F)cc2F)cc(OC)c1O	-4	-0.4	-6	-7	104	108	0	-0.3	-7	1.1
Cc1ccc(CNC(=O)COC(=O)c2cc3c(s2)CCC(C)C3)cc1 (configuration not stated)	-2	0.7	3	0	101	103	-5	-0.3	-8	1.2
Cc1cc(C(F)(F)F)nn1-c1nc(-c2ccco2)cc(C(F)(F)F)n1	4	-0.4	0	-11	97	107	0	-0.2	-3	1.3
CSc1ccccc1COC(=O)Nc1ccccc1C	-9	-0.2	-26	1	108	94	-4	0.0	10	1.4
CN(C)CCN(Cc1ccccc1)c1ccnc(N(C)C)c1C#N	-3	0.6	-2	-1	103	91	2	-0.2	16	1
COCC(C)n1c(C)cc(C(=O)COC(=O)c2oc3ccccc3c2C)c1C (configuration not stated)	-8	0.1	-5	11	107	91	1	-0.5	15	1.2
O=c1c2c(-c3cccs3)csc2ncn1-n1cccc1	-6	1.3	-2	20	106	136*	-5	0.4	-40	0.77
CC(C)[C@H](NC(=O)c1ccc(Cl)c([N+](=O)[O-])c1)C(=O)NCc1ccc(F)cc1	-3	0.2	1	-1	102	104	1	-0.3	-7	0.94
CC(C)C1CC(C(F)(F)F)n2nc(C(=O)O)cc2N1 (configuration not stated)	-2	-0.7	3	5	100	98	8	0.1	7	0.77
Fc1ccccc1N1CCN(Cc2cnc(Cl)s2)CC1	7	-1.2	7	1	93	93	0	-0.2	12	0.9
Cc1ccc(S(=O)(=O)Nc2nc3ccccc3nc2NCc2ccco2)cc1C	9	3.7	-6	0	92	91	2	-0.4	13	0.9
Cc1ccc(CNC(=O)CSc2c3c(nc4cc(Cl)ccc24)CCCC3)o1	7	-1.6	-3	25	94	99	4	-0.2	3	1.1
COc1ccc(-c2nc(CS(=O)CC(=O)NCc3ccc(Cl)cc3)c(C)o2)cc1 (configuration not stated)	-1	-1.0	-8	nt	101	104	-4	0.0	4	0.83
O=C(COC(=O)C1CCCCC1)NCCc1ccccc1	4	1.2	-5	-3	96	78	-5	-0.1	25	0.82
CCOC(=O)C1CCCN(C2CC(=O)N(c3cccc(C(F)(F)F)c3)C2=O)C1 (configuration not stated)	2	12	-7	-2	98	94	0	-0.4	7	1.2
Cc1ccc(S(=O)(=O)/C(C#N)=C/c2c(N3CCC(C(N)=O)CC3)nc3ccccn3c2=O)cc1	3	-6.2	2	-9	98	106	11*	-0.4	1	0.97
COc1ccc(CN(C)C2c3ccccc3-c3ccccc32)cc1	5	1.6	-1	-9	95	90	-8	-0.3	14	1.1
O=C(O)CNC(=O)CC1S/C(=N/N=C/c2ccccc2O)NC1=O (configuration not stated)	1	-0.8	-13	-5	100	102	7	-0.2	6	1.4
COc1ccc(C/C(C)=N/NC(=S)Nc2ccccc2F)cc1	-30	-0.7	-14	176*	126	91	1	-0.1	16	0.72
CCOc1ccccc1N(CC(=O)NCC1CCCO1)C(=O)CNS(=O)(=O)c1ccccc1 (configuration not stated)	-16	-0.4	-4	8	114	105	-2	-0.2	-4	1.2
CC(=O)Nc1ccc(S(=O)(=O)N2CCC(NC(=O)c3ccco3)CC2)cc1	-15	1.0	-7	-3	114	100	3	-0.5	4	1
CC(C)CN1C(=O)CC(Sc2ccccc2C(=O)O)C1=O (configuration not stated)	-1	-0.1	-4	-3	101	103	2	-0.2	4	1
CSc1nsc(SC)c1NC(=O)OCC1CCCO1 (configuration not stated)	6	-1.1	5	-7	94	95	-4	0.2	11	1.1
O=C(COC(=O)/C=C/c1ccco1)NCCc1ccccc1	-5	0.0	-7	-12	104	104	-3	0.1	3	1.2
CC1=C(C#N)C2C(/C1=N/O)C2(C)C (configuration not stated)	14	-3.5	-5	7	87	94	1	0.2	12	1
CC(C(=O)c1ccc(Br)cc1)[n+]1cccc(NC(=O)c2ccccc2)c1 (configuration not stated)	-5	-0.3	18	-14	104	105	-6	-0.3	-7	1.3
CCCc1cc(Nc2cccc(OCC)c2)n2ncnc2n1	3	-0.3	0	-5	98	93	2	-0.1	11	0.94
Cc1oc(C)c2c(=O)ccc3c(c12)OC(N)=C(C#N)C3c1ccc(F)cc1 (configuration not stated)	2	-0.7	-3	-1	99	96	-7	0.2	11	1.2
CCOC(=O)c1c(NC(=O)CSc2ncnc3ccccc23)sc(C(C)=O)c1C	5	1.9	0	7	95	109	5	-0.3	-14	0.77
Cc1ccccc1N(C(=O)c1csnn1)C(C(=O)NC(C)(C)C)c1cccs1 (configuration not stated)	4	-0.4	-3	3	95	104	-9	-0.2	-2	1.3
Cc1cc(Nc2ccc(F)c(Cl)c2)n2nc(C)nc2n1	-6	0.3	-2	10	105	94	3	-0.4	7	1.1
O=C(Cc1ccccc1)N1CCNCC1	-9	0.3	20	-14	108	101	-6	-0.2	5	1.3

The final four compounds of the section before lead into the next.
SMILES	STAT1 blocker	DTT redox prof	TLR4-MyD88 BLA	APP 5'UTR act	STAT1 act	STAT3 activator	HMGR II inh	Hsp70 activator	STAT3 inh	NF-kB expr up
CCOC(=O)c1c(NC(=O)CSc2ncnc3ccccc23)sc(C(C)=O)c1C	5	1.9	0	7	95	109	5	-0.3	-14	0.77
Cc1ccccc1N(C(=O)c1csnn1)C(C(=O)NC(C)(C)C)c1cccs1 (configuration not stated)	4	-0.4	-3	3	95	104	-9	-0.2	-2	1.3
Cc1cc(Nc2ccc(F)c(Cl)c2)n2nc(C)nc2n1	-6	0.3	-2	10	105	94	3	-0.4	7	1.1
O=C(Cc1ccccc1)N1CCNCC1	-9	0.3	20	-14	108	101	-6	-0.2	5	1.3
COc1ccc(Cl)cc1NC(=O)Nc1cccc([N+](=O)[O-])c1C	9	-1.0	2	-9	92	84	-1	-0.1	20	0.47
NS(=O)(=O)c1ccc(NC(=O)COC(=O)c2ccco2)cc1	-1	-2.0	2	-3	99	81	-6	0.0	28	1.2
O=C(Nc1cccnc1)c1noc2c1CCCCC2	-16	2.1	-14	96	115	67	1	0.0	44*	1.2
COc1ccc(NCc2nnc(SCC#N)n2-c2ccccc2OC)cc1	-8	2.2	4	25	107	100	3	-0.1	2	1
O=C(Cc1ccccc1)Nc1ccc(NC(=O)c2ccco2)nc1	-40	-0.1	-2	34	136*	98	-4	0.3	3	1.9
C/C(=N\Nc1ccccn1)c1cccs1	-44	-0.3	13	76	137*	98	-5	0.1	6	1.1
CN(C)c1nc(Cl)cc(N2CCOCC2)n1	-4	-3.8	-6	18	104	108	0	-0.2	-4	1.1
CN(C)S(=O)(=O)Oc1ccc(C(=O)Nc2cccc(Cl)c2)cc1	-48	-0.4	10	123	143*	104	1	0.1	3	2.3
Cn1c(CCNC(=O)c2ccc(Cl)cc2)n[nH]c1=S	1	-8.0	3	-4	99	104	-2	0.1	0	1.1
CC(C)C1=NN(C(=O)c2ccccc2)C(O)(C(C)(C)C)C1 (configuration not stated)	-7	-3.5	7	16	106	111	0	0.0	-8	1.4
COc1ccc(C2N(c3ccc(OC)cc3)C(=O)C3CCCN32)cc1 (configuration not stated)	-5	-1.1	2	11	104	97	2	0.2	12	1.2
CCN(C(=O)c1ccc2c(Cl)c3c(nc2c1)CCC3)c1ccc(C)c(C)c1	11	4.6	-1	3	90	104	2	-0.2	-5	0.78
c1ccc(-c2noc(CSc3nc4ccccc4o3)n2)cc1	1	-0.6	1	-1	99	106	0	0.1	-2	1.2
CSc1nc2ccc3nc(NC(=O)c4ccccc4)sc3c2s1	-43	-0.8	-12	18	139*	92	-5	-0.2	18	1.9
O=C(CCNC(=O)c1ccc(Br)o1)NCc1ccc(Cl)cc1	-1	2.0	0	-3	101	96	-2	-0.2	10	1.1
Cc1cccnc1NC1(C(F)(F)F)N=C2SCCN2C1=O (configuration not stated)	-10	-1.1	-14	-2	107	98	1	-0.2	7	1.1
Cc1ccc(NCc2ccco2)cc1C	-15	-0.5	11	6	113	99	8	-0.1	6	1
CSc1ncc(Cl)c(C(=O)Nc2sc3c(c2C(=O)NCc2ccco2)CCCC3)n1	-1	0.3	-3	3	101	95	-1	-0.1	7	1.1
O=C(CSc1nnc2ccccn12)c1ccccc1	-26	-0.7	4	45	123	114	-2	0.1	-12	1.9
COc1ccc(N2CC(C(=O)Nc3nnc(SCC(=O)c4ccccc4)s3)CC2=O)cc1 (configuration not stated)	-5	0.0	-14	12	104	99	-9	-0.2	4	1.1
CS/C(N)=N/N=C/c1ccc([N+](=O)[O-])cc1	-35	-5.8	11	41	131*	104	-7	0.2	-4	1.9
O=C(c1ccc(Cl)cc1)N1CCN(c2ccc([N+](=O)[O-])c(NCc3cccnc3)c2)CC1	-3	-0.8	10	7	105	105	nt	0.0	4	nt
COc1ccc(CCC(=O)NCc2ccco2)cc1	7	0.2	-25	4	93	103	-2	0.2	1	1.2
Cc1ccc(NC(=O)COC(=O)c2cc(C)nc3ccccc23)c([N+](=O)[O-])c1	9	-0.2	-9	-6	92	99	0	-0.3	6	1.2
Cc1cc(C)cc(NC(=O)c2nccnc2C(=O)O)c1	-3	-1.1	-10	-5	103	100	-7	-0.3	5	1
CSc1nnc2c(n1)[nH]c1c(C)cccc12	-20	-0.2	-5	17	118	76	-5	-0.4	31	1.4

No enrichment for hits; any-hit rate near 5.6%.
